Screening results as filed in PubChem.
KCNH2 WT inh – qHTS for Inhibitors of KCHN2 3.1: Wildtype qHTS; 340,000 compounds, 0.37% hits; U2OS, BacMam KCNH2, thallium flux FluxOr; hits give low values; activity change, % at 1.84 µM;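 active = maximum activity change below -70%; inconclusive = maximum activity change between -70% and -50%; inactive = maximum activity change above -50%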; note: % is set by controls: 0 for no effect and ±100 for the full control effect
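U2OS cells were transduced with wild-type KCNH2 virus (2.03 x 10^8 / mL) for 4 h at room temperature, then cultured overnight at 37 C. Thallium flux was read with FluxOr dye. Rate constants were normalized to DMSO controls.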
FBPA coupling cs – qHTS Assay for Inhibitors of Fructose-1,6-bisphosphate Aldolase from Giardia Lamblia: Coupling assay counterscreen. coupling enzyme system counterscreen, AmpLite Red fluorescence. 290,000 compounds, 0.67% hits. activity change, negative = inhibition, % at 58.2 µM, hits read low; in the data active = activity change below about -30%; note: % is set by controls: 0 for no effect and ±100 for the full control effect
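Counterscreen lacking aldolase: glyceraldehyde-3-phosphate coupling-enzyme reagent preincubated 10 min at RT with compound (at 57.5 uM final), then substrate/coupling system with AmpLite Red added; fluorescence read at 525/598 nm after 20 min RT.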
TRPV1 agonist – HTS Assay for Compounds that Act as Agonists of the Vanilloid Receptor 1; Transient receptor potential cation channel subfamily V member 1 (Homo sapiens), Q8NER1; TRPV1-expressing cells, Fluo-8 calcium influx, agonist mode; activation, % at 8.33 µM; 320,000 compounds, 0.19% hits; AID 540275, 2011; in the data active = activation above about 80%; inconclusive = between about 30% and that limit; note: 0% is about no effect
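Cells expressing TRPV1 were dye-loaded with Fluo-8 and read kinetically: 10 s baseline, 3 min after compound (agonist portion), then 2 min after EC20 capsaicin (allosteric enhancer portion). Calcium-bound dye fluorescence at 480/520 nm.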
USP2a inh – qHTS Assay for Inhibitors of Ubiquitin-specific Protease USP2a Using CHOP2 as the Reporter; Ubiquitin carboxyl-terminal hydrolase 2 (Homo sapiens), O75604; USP2 core, Ub-CHOP2 coupled fluorogenic reporter, 485/531; Potency, µM (series often up to 38.3 µM), for the others: at the top dose activity change, negative = inhibition, actives largely listed as inhibitors; 330,000 compounds, 0.01% hits; AID 463254, 2010;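 note: potency is the fitted concentration of half-maximal effect; plate controls were DMSO wells for no effect and full inhibition by NEM control for full effect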
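Deubiquitinase activity read as fluorescence (485/531 nm) after Ub-CHOP2 cleavage activates the enterokinase reporter on its substrate; USP2 core 10nM, Ub-CHOP2 and substrate 25nM each, 30min compound preincubation then 60min RT; data normalized to NEM, curves fitted.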
B2AR arrestin – qHTS assay of beta-arrestin-biased ligands of beta2-adrenergic receptor; 330,000 compounds, 0.02% hits; Potency, µM (doses to about 46.1 µM), for inactives: at the top dose activation, actives largely listed as activators; beta-arrestin recruitment to beta2AR, cell-based reporter; AID 492947, 2010;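 note: potency is the fitted concentration of half-maximal effect; 0% = DMSO controls and full agonism = EC100 isoproterenol or metaproterenol; nearly all actives have a fitted effect of over 65% in size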
Target sequence (P07550 whole entry, looked up): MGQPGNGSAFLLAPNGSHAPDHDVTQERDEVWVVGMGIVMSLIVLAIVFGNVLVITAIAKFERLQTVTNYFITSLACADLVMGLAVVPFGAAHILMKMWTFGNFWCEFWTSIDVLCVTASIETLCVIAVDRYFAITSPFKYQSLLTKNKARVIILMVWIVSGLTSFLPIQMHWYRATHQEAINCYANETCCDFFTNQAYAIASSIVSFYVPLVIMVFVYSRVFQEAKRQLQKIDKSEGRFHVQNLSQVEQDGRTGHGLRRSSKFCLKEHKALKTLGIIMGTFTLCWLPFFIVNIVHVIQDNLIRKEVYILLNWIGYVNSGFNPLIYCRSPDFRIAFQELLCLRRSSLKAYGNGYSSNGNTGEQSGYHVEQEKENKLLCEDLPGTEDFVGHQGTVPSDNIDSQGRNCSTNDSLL
PKM2 act – qHTS Assay for Activators of Human Muscle isoform 2 Pyruvate Kinase; Pyruvate kinase PKM (Homo sapiens), P14618; purified PKM2, Kinase-Glo ATP luminescence, activation; response scale: 0% is enzyme alone, no compound; Potency, µM (highest dose often 57.5 µM), for the others: at the highest dose activation, hits mostly activators; 260,000 compounds, 0.34% hits; note: potency is the fitted concentration of half-maximal effect; % is set by controls: 0 for no effect and ±100 for the full control effect; nearly all actives have a fitted effect of over 55% in size
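hPK-M2, >95% pure; 0.1 mM ADP / 0.5 mM PEP final; imidazole pH7.2 buffer w/ 7 mM MgCl2, 50 mM KCl; 1 h RT; Kinase-Glo lum. Intermediate enzyme activity for dual inhibitor/activator qHTS.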
CXXC DNA block – qHTS Fluorescence Polarization Assay for Inhibitors of MLL CXXC domain - DNA interaction. MLL-CXXC / FITC-HOXA9 DNA fluorescence polarization. Potency, µM (series often up to 115 µM), for the others: top-dose activity change, negative = inhibition, hits mostly inhibitors. 290,000 compounds, 0.037% hits; active = well fitted inhibition curve with a large enough effect in the polarisation, with a control signal flat, not every such curve was filed as active; inconclusive = small, poorly fitted or top-dose-only effect, or effect the other way, or a change in a side signal; inactive = no such curve, though single readings can be large or run the other way; the % refers to the polarisation; note: potency is the fitted concentration of half-maximal effect
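Steps: dispense CXXC domain solution (7 uM) → pin compounds or unlabeled HOX-A9 DNA control → 5 min ambient → add FLSN-HOX-A9 solution (50 nM) → spin → 30 min ambient → fluorescence polarization. Tris pH 7.5/NaCl/DTT/BSA buffer.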
Giardia killer – Small Molecules that selectively kill Giardia lamblia: qHTS | Giardia lamblia trophozoite viability | activity change, % at 7.66 µM, hits read low | 340,000 compounds, 0.15% hits | AID 540267, 2011; in the data active = activity change below about -80%; inconclusive = between about -30% and that limit;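 note: parasites exposed to compound for two days anaerobically before the ATP read; % is set by controls: 0 for no effect and ±100 for the full control effect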
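Each well holds 100 Giardia trophozoites and compound. After two days (48 hrs) at 37 deg C in anaerobic conditions, ATP is quantified by luminescence.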
Menin MLL FP TR – qHTS Assay for Inhibitors Targeting the Menin-MLL Interaction in MLL Related Leukemias: Competition With Texas Red Labeled MLL-derived Mutant Peptide; Potency, µM (titrated, usually from 61.6 µM), for the others: top-dose FP activity change, negative = inhibition, hits mostly inhibitors; Menin + Texas Red MLL mutant peptide, fluorescence polarization; 270,000 compounds, 0.23% hits; O00255; active = well fitted inhibition curve with a large enough effect in the polarisation, with a control signal flat, not every such curve was filed as active; inconclusive = small, poorly fitted or top-dose-only effect, or effect the other way, or a change in a side signal; inactive = no such curve, though single readings can be large or run the other way; the % refers to the polarisation; note: potency is the fitted concentration of half-maximal effect; % of control where 0% means no effect; many of its hits are not listed in these tables
GALK inh – qHTS Assay for Inhibitors of Human Galactokinase (GALK). Potency, µM (titrated, usually from 57.5 µM), inactives show top-dose activity change, negative = inhibition, most hits filed as inhibitors. Purified GALK, Kinase-Glo residual ATP luminescence. P51570. AID 1868, 2009. 270,000 compounds, 0.007% hits; note: potency is the fitted concentration of half-maximal effect; % is set by controls: 0 for no effect and ±100 for the full control effect
Target sequence (P51570 whole entry, looked up): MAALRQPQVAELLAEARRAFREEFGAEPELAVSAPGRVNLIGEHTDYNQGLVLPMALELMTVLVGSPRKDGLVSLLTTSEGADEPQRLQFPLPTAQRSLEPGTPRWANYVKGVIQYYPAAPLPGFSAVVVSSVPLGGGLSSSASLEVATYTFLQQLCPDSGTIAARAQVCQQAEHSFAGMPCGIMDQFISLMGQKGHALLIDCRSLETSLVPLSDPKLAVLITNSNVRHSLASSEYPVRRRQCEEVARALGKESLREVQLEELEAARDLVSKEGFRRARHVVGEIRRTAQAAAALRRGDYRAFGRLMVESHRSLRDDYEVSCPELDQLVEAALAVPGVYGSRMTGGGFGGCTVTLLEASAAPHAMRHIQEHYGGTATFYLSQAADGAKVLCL
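Luminescence from leftover ATP (Ultra-Glo luciferase/luciferin) served as read-out after a 1 h room-temperature reaction of 5 nM GALK with 35 uM ATP and 100 uM galactose.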
KCNH2 3.1 block – qHTS for Inhibitors of KCHN2 3.1: Mutant qHTS; AID 720553, 2013; activity change, % (tested at about 1.8 µM); 340,000 compounds, 0.95% hits; U2OS KCNH2 3.1, thallium flux FluxOr; hits give low values;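 active = maximum activity change below -70%; inconclusive = maximum activity change from -70% to -50%; inactive = maximum activity change above -50%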;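 note: thallium influx rate constant from kinetic fluorescence after stimulation buffer; % is set by controls: 0 for no effect and ±100 for the full control effect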
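Normalized rate constant (relative to positive and negative DMSO controls) derived from a 2 min kinetic fluorescence read after stimulation; U2OS cells expressing the 3.1 isoform via virus at 1.77 x 10^8 /mL.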
Starred values were filed as active, the others as inactive; ? = inconclusive; . = no result given; [ ] = remark or other dose. Unless noted, calls come from the whole dose curve; as a rule, active = well fitted curve in the direction sought with a large enough effect; inconclusive = small, poorly fitted or top-dose-only effect, or another doubt; inactive = no such curve, though single readings can be large; an effect the other way counts as inactive or inconclusive. Not all compounds are listed. The share of hits here may be higher or lower than overall.

SMILES	KCNH2 WT inh	FBPA coupling cs	TRPV1 agonist	USP2a inh	B2AR arrestin	PKM2 act	CXXC DNA block	Giardia killer	Menin MLL FP TR	GALK inh	KCNH2 3.1 block
O=C(CCN1C(=O)C2C3CCC(C3)C2C1=O)OCC(=O)c1ccccc1 (stereo not given)	-6	.	-1	1%	-0.7%	.	27%	6	.	-7%	3
COc1cccc(CC(=O)Nc2ccc(S(=O)(=O)Nc3nccs3)cc2)c1	-10	.	.	0%	-0.3%	.	.	0	.	.	-49
c1ccc(CNc2ncnc3sc4c(c23)CCC4)nc1	0	2	14	-6%	-0.1%	-1%	-6%	27	-3%	2%	5
O=C(NCCOc1ccccc1)C1=CC=CN2CCS(=O)(=O)N=C12	-2	.	.	0%	0.0%	.	.	-1	.	.	7
CCOc1ccc(OCC)c(NC(=O)CSc2nnc(C3CC3)n2CC)c1	-1	1	2	2%	-0.8%	.	4%	-17	.	-1%	10
CN(CCc1ccccc1)C(=O)c1ccc(NC(=O)Cc2ccc([N+](=O)[O-])cc2)cc1	9	.	.	3%	0.1%	.	.	13	.	.	-27
O=C(CN1C(=O)c2ccccc2C1=O)NCc1ccc(N2CCOCC2)cc1	-3	1	0	1%	-1.5%	6%	9%	-7	.	.	9
Cc1ccc(NC(=O)C(C)Sc2nnc(-c3cccnc3)n2-c2ccccc2)cc1 (stereo not given)	16	0	1	4%	0.0%	6%	9%	15	.	-2%	10
CCC1=Nc2ccccc2-c2nnc(SC)nc2O1	-7	5	0	1%	0.2%	7%	10%	-17	7%	1%	1
CC(=O)C(Sc1nccc(-c2cccs2)n1)C(C)=O	-11	-51*	3	-3%	0.2%	1%	1%	17	-13%	5%	14
O=C(O)c1ccccc1NS(=O)(=O)c1ccc(NN=Cc2ccc(F)cc2)c([N+](=O)[O-])c1	-4	.	.	2%	3.1%	.	.	2	.	.	11
O=C(NC1CCCCC1)C(c1ccc(F)cc1)N(Cc1ccco1)C(=O)CN1C(=O)c2ccccc2S1(=O)=O (stereo not given)	-36	5	0	3%	0.1%	1%	6%	-7	?	.	3
N/C(Cc1cccc2ccccc12)=N\OC(=O)Cc1cccs1	-10	-40*	-3	2%	0.0%	3%	18%	1	?	2%	-6
Nc1c(C(=O)NCCc2ccccc2)nnn1Cc1ccccc1	2	1	-2	0%	-0.5%	10%	-4%	-5	2%	2%	17
CC1CN(C(=O)CCc2cc(C(C)(C)C)c(O)c(C(C)(C)C)c2)CC(C)O1 (stereo not given)	15	-4	?	5%	-1.0%	-1%	?	-15	?	-4%	5
O=C(Nc1ccnn1C1CCN(C2CCCCC2)CC1)c1ccccc1	32	.	-1	5%	0.0%	.	0%	7	.	-6%	13
O=C(Nc1ccc2c(c1)OC1(CCCC1)O2)C1CC1	2	-2	?	1%	0.5%	-4%	-7%	-11	7%	0%	5
CSc1ccccc1NC(=O)c1cc(C2CC2)on1	0	-10	0	0%	-0.3%	7%	0%	-16	-8%	2%	-5
O=C(NC1CCCC1)c1cc(-c2ccccc2)nc2ccccc12	-2	-1	27	-1%	0.0%	7%	-2%	15	-1%	-1%	5
Cc1ccc(NC(=O)CSc2ccc(C(N)=O)cc2[N+](=O)[O-])cc1	-1	4	10	-1%	0.2%	5%	-3%	-24	3%	-1%	-2
CCCn1c(SCC(=O)N2c3ccc(F)cc3CCC2C)nnc1-c1ccccn1 (stereo not given)	-7	3	12	4%	0.2%	-4%	-13%	12	-13%	0%	-4
Cc1ccc2c(c1)sc(C)[n+]2CCCS(=O)(=O)[O-]	-15	-1	1	0%	-0.4%	-3%	-4%	-14	26%	-1%	12
Cc1onc(-c2c(F)cccc2Cl)c1C(=O)Nc1nc2c(s1)CCCC2	-4	0	17	6%	-1.2%	0%	-10%	-5	-3%	-2%	2
O=C(Nc1ccc(-c2cn3ccsc3n2)cc1)c1ccc(F)c(S(=O)(=O)N2CCOCC2)c1	2	-2	-4	1%	0.4%	13%	44%[activator]	-1	7%	-1%	-6
Cc1ccc(C)c(-n2c(-c3csc(C)c3)n[nH]c2=S)c1	-2	-3	-2	3%	0.0%	4%	?	-17	3%	-4%	2
Cc1ccc(CN2CCN(/N=C/c3cc(Br)ccc3O)CC2)cc1	27	5	2	1%	0.2%	-1%	8%	5	-24%	-2%	-3
CC1(C(=O)NNC(=O)C2CCCCC2)CC1(Cl)Cl (stereo not given)	-4	0	2	0%	-0.3%	-1%	5%	-23	.	-2%	-17
COc1ccc2cc3cc(C(=O)NC(C)C)oc3nc2c1	4	-2	8	4%	-0.5%	-2%	-2%	-8	-16%	1%	-18
CC1(C)CC(=O)C(C(O)c2ccccc2)C(C)(C)N1 (stereo not given)	-11	-2	2	0%	0.1%	2%[11.5 µM]	2%	-18	4%	-2%	2
Cc1ccc(C)c2[nH]c(=O)c(CCNC(=O)c3ccc(S(=O)(=O)N4CCCC4)cc3)cc12	-13	-2	-10	1%	-0.3%	-11%	2%	0	-6%	3%	1
CC1(C)CC2(CC(c3ccccc3F)c3ccc(O)c(O)c3O2)NC(=S)N1 (stereo not given)	-7	-5	-6	-1%	0.1%	2.8µM*	1%	-6	6%	6%	-15
CCOc1ccc(CNC(=O)C2CC(=O)N(C3CCCC3)C2)cc1OC (stereo not given)	-1	3	-1	1%	0.0%	-2%	-8%	3	15%	0%	-1
COc1ccc(CNC(=O)C(c2ccc(C)o2)N(Cc2cccs2)C(=O)Cc2cccs2)cc1 (stereo not given)	5	-10	1	-5%	7.7%	10µM*	21%	29	-27%	-2%	-15
Cc1ccc2[nH]c(=O)c(CN(Cc3cccnc3)C(=S)NCCCN(C)C)cc2c1	-2	0	2	2%	-0.8%	-2%	-1%	-16	-16%	0%	7
CC(=O)c1ccc(C(=O)NC2CC(C)(C)Cc3c2cnn3-c2ccccc2)cc1 (stereo not given)	24	.	?	-3%	-0.4%	-3%	-23%	5	.	-5%	0
COC(=O)c1cn(C(=O)c2ccc(Cl)cc2)c2ccccc12	-6	1	0	4%	-0.8%	0%	59%[activator]	22	.	.	4
O=C(Cn1nnc(-c2ccccc2)n1)NCC(=O)Nc1ccc(F)c(F)c1F	3	.	.	1%	0.4%	.	.	0	.	.	25
CCC(=O)N(CC)C1=C(O)c2ccccc2C(=O)C1=O	-2	-61*	-3	0%	-0.1%	?	0%	6	-24%	3%	-3
COC(=O)c1ccc(CNC(=O)COC(=O)Cc2ccsc2)cc1	0	-4	9	-2%	-0.3%	-7%	6%	?	10%	1%	9
COC(=O)Nc1ccc2c(c1)N(C(=O)CCN(C)C)c1ccccc1CC2	-17	-4	1	2%	0.4%	-5%	15%	-22	14%	-4%	-3
O=C(NCCc1ccccc1)c1ccccc1[N+](=O)[O-]	1	-1	9	0%	-0.3%	3%	4%	4	3%	-6%	-4
CCC(CC)N1CCN(Cc2nc3ccc([N+](=O)[O-])cc3c(=O)n2-c2ccccc2F)CC1	4	-1	-1	2%	0.5%	.	3%	18	?	4%	-5
COc1cc(=O)[nH]c(=O)n1C(=O)Cc1ccccc1	-2	0	-1	5%	0.0%	0%	1%	0	-4%	2%	16
CC(C)(C)NS(=O)(=O)c1ccc(CCC(=O)NCc2ccco2)cc1	2	2	-1	0%	0.1%	4%	-17%	-1	-1%	3%	2
Cc1cc(Nc2nnnn2-c2ccccc2)n(-c2ccccc2)n1	-1	.	5	-3%	-0.2%	2%	0%	20	6%	2%	-11
Cc1nc2ccc(F)cc2cc1C(=O)NCC1CCCO1 (stereo not given)	-2	-8	2	3%	-0.1%	0%	-5%	7	-10%	-1%	4
Cc1ccnc(NC(=O)Nc2cccc(F)c2)n1	-1	1	7	1%	-1.0%	-9%	38%[activator]	-6	5%	3%	-15
CNC(=S)N1CCN(c2ccc([N+](=O)[O-])cc2)CC1	-1	.	11	-2%	-0.4%	-3%	12%	-3	0%	-4%	8
